Screening data: PubChem BioAssay, National Center for Advancing Translational Sciences (NCATS)
MCF10A rerep = A quantitative high throughput screen for small molecules that induce DNA re-replication in MCF 10a normal breast cells; actives 2.9% (n = 350,000); MCF 10A DNA re-replication, Hoechst nuclear intensity, 48 h; AID 624296, 2012; Potency, µM (titrated, usually from 46.1 µM), without a hit: top-dose activity, positive = re-replication, most hits filed as activators; note: potency is the fitted concentration of half-maximal effect; % of control where 0% means no effect; nearly all actives have a fitted effect of over 50% in size
A549 viability = Nrf2 qHTS screen for inhibitors: counterscreen for cytotoxicity; actives 0.16% (n = 390,000); AID 504648, 2011; A549 ARE-Fluc cells, CellTiter-Fluor viability, 18-24 h; Potency, µM (highest dose often 46 µM), for inactives: top-dose activity change, negative = cytotoxicity, usual class: inhibitors; note: potency is the fitted concentration of half-maximal effect; % is set by controls: 0 for no effect and ±100 for the full control effect
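A549 ARE-Fluc cells in 5% FBS OPTI-MEM, 5000 cells/well, rested 2 h then exposed to compounds in concentration-response for 18-24 h at 37 °C. Viability by CellTiter-Fluor fluorescence (Ex 405/Em 525) after 30 min; luciferase luminescence (BugLite, 15 min, RT) read afterwards.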
ATXN2 expr inh = Primary qHTS for Inhibitors of ATXN expression; HEK-293 ATXN2-luciferase reporter, luminescence, 24 h; Potency, µM (series often up to 57 µM), for inactives: top-dose activity change, negative = inhibition, most hits filed as inhibitors; actives 0.72% (n = 360,000); note: potency is the fitted concentration of half-maximal effect; % is set by controls: 0 for no effect and ±100 for the full control effect; nearly all actives have a fitted effect of over 55% in size
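ATXN2-luciferase reporter cells (luciferase flanked by upstream and downstream ATXN2 gene portions) were treated 24 h at 37 °C with compounds at up to 57 uM. SteadyGlo luminescence gave expression; GF-AFC fluorescence gave viability.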
TGFb SMAD3 inh = qHTS for Inhibitors of TGF-b; HepG2 CAGA-GFP TGF-b/SMAD3 reporter, GFP fluorescence, 18 h; TGF-beta stimulated, 500 pg/mL final; Potency, µM (titrated, usually from 46.1 µM), for the others: top-dose activity, negative = inhibition, actives largely listed as inhibitors; actives 1.2% (n = 410,000); AID 588855, 2011; note: potency is the fitted concentration of half-maximal effect; % is set by controls: 0 for no effect and ±100 for the full control effect; nearly all actives have a fitted effect of over 65% in size
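Inhibition of TGF-beta-driven CAGA-GFP reporter expression in HEPG2 cells is measured by cellular GFP fluorescence after 18 h stimulation with 500 pg/mL recombinant TGF-beta in 1% FBS medium at 37 degrees C.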
IL-1B inflam inh = qHTS for Inhibitors of Inflammasome Signaling: IL-1-beta AlphaLISA Primary Screen; THP-1 LPS/ATP IL-1B secretion, AlphaLISA, 16 h; stronger effect = lower value; activity change, % at 57.5 µM; actives 4.7% (n = 360,000); AID 743279, 2014; in the data active = activity change below about -50%; inconclusive = mostly about -30% to -49%; note: % is set by controls: 0 for no effect and ±100 for the full control effect
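THP-1 cells pretreated 1 hr with compounds (up to 57.5 uM final), then stimulated with LPS (250 ng/mL final) plus ATP (1.25 mM final); secreted IL-1B measured by AlphaLISA after 16 hr, decreased signal indicating inhibition.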
HepG2 viability = qHTS for Inhibitors of TGF-b: Cytotox Counterscreen. AID 588856, 2011. HepG2 CAGA-GFP viability, ATP luminescence, 18 h. Potency, µM (highest dose often 46.1 µM), without a hit: at the highest dose activity change, negative = cytotoxicity, actives largely listed as cytotoxic. actives 0.76% (n = 410,000); note: potency is the fitted concentration of half-maximal effect; some results filed as inactive show a strong effect at the top dose
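CellTiter-Glo luminescence gave cytotoxicity after 18 hours at 37 degrees C. The cells were HepG2 CAGA-GFP in 1% FBS DMEM, stimulated with 500 pg/mL TGF-beta after compound addition. %Activity was normalised to no-cell wells (complete cell-killing) and DMSO (no toxicity), and curves were fitted and classified.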
S2 tox = Viability Counterscreen for Primary qHTS for Inhibitors of ATXN expression. S2 cells (HEK-293 line with an ATXN2-luciferase reporter) viability, CellTiter-Fluor protease fluorescence, 24 h. Potency, µM (doses to about 56.7 µM), actives largely listed as cytotoxic. actives 0.49% (n = 400,000). AID 651635, 2014; note: potency is the fitted concentration of half-maximal effect; nearly all actives have a fitted effect of over 40% in size
Nrf2 block = Nrf2 qHTS screen for inhibitors. A549 ARE-Fluc reporter, luciferase luminescence, 18-24 h. Potency, µM (series often up to 46 µM), inactives show at the top dose activity change, negative = inhibition, most hits filed as inhibitors. actives 2.1% (n = 360,000). AID 504444, 2011; note: potency is the fitted concentration of half-maximal effect; % is set by controls: 0 for no effect and ±100 for the full control effect; nearly all actives have a fitted effect of over 60% in size
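Nrf2 function is reported as luminescence of an ARE-controlled luciferase in A549 cells. Compounds were tested at several concentrations, and a CellTiter-Fluor read on the same wells flagged cytotoxicity.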
Nrf2 ARE act = qHTS of Nrf2 Activators; AREc32 ARE-luciferase reporter (MCF7-derived line), luminescence, 24 h; Potency, µM (series often up to 46.1 µM), for inactives: at the top dose activation, actives largely listed as activators; actives 0.31% (n = 410,000); note: potency is the fitted concentration of half-maximal effect; % of control where 0% means no effect; nearly all actives have a fitted effect of over 65% in size
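AREc32 cells carrying an ARE-driven firefly luciferase, 1000 cells/well in OPTI-MEM with 5% FBS, dosed after overnight attachment and incubated 24 hr at 37 deg C. Steady-Glo luminescence read after 30 min at RT.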
Starred values were filed as active, the others as inactive; i = inactive; ? = inconclusive; / = not tested or not shown; & = joins results of further samples; [ ] = dose if it differs, or a comment. Unless noted, calls come from the whole dose curve; as a rule, active = well fitted curve in the direction sought with a large enough effect; inconclusive = small, poorly fitted or top-dose-only effect, or another doubt; inactive = no such curve, though single readings can be large; an effect the other way counts as inactive or inconclusive.

Below each compound: Nrf2 ARE act	HepG2 viability	MCF10A rerep	A549 viability	S2 tox	Nrf2 block	ATXN2 expr inh	TGFb SMAD3 inh	IL-1B inflam inh
- COc1ccc(C2NC3=C(CCC3)C3(C#N)C(OC)(OC)N=C(N)C23C#N)cc1 (stereo not given)
→ -0.3%	-1%	-4%	-2%	i	?	?	0%	2
- COC(=O)c1cnc2c(c(C)nn2C)c1OC
→ 2.5%	-6%	-5%	3%	?	-3%	-15%	-8%	/
- O=C(CCCN1C(=O)c2cccc3cccc(c23)C1=O)NCc1ccco1
→ 3.9%	-4%	5%	-8%	i	-28%	/	?	-18
- COc1ccccc1CNC(=O)COC(=O)c1ccc(C)c(S(=O)(=O)N2CCCCC2)c1
→ -2.4%	0%	-2%	-1%	i	-10%	1%	-9%	46
- COc1cccc(/C=N/c2sc(Cc3ccccc3)c(C)c2C(N)=O)c1O
→ 7.1%	-8%	?	-7%	i	-5%	6%	2%	-10
- O=C(NCc1ccccc1Cl)[C@@H]1CCCN1S(=O)(=O)c1ccc(Cl)cc1
→ -0.5%	-29%	8%	2%	i	-7%	-34%	-5%	-51*
- Cc1cccc(-c2noc(-c3cccnc3NCc3ccco3)n2)c1
→ 22%	-27%	/	-5%	i	?	123%[activator]	-1%	/
- CC(=O)Nc1cc2c(cc1NC(=O)c1cnccn1)OCCO2
→ 0.2%	2%	-2%	1%	i	-2%	-9%	1%	-6
- COc1ccc(C(=O)NCC(C)(C)N2CCOCC2)cc1S(=O)(=O)NCc1ccc(Cl)cc1
→ -0.5%	-11%	10%	8%	i	4%	-12%	-14%	15
- COc1ccc(NS(=O)(=O)c2ccc(S(=O)(=O)N3CCCC3)cc2)cc1
→ 3.4%	-2%	0%	1%	i	?	-8%	-2%	5
- CCc1ccccc1S(=O)(=O)Cc1ccc(C(=O)NCC2CCCO2)o1 (stereo not given)
→ -0.6%	-3%	-3%	-10%	i	-13%	-1%	0%	-5
- COc1cc(C(C)=O)ccc1OCC(=O)N1CCc2ccccc2C1
→ 0.8%	4%	-5%	0%	i	-3%	-7%	10%	-13
- CCNC(=O)CSC1=N/C(=C\c2ccc(O)c(OCC)c2)C(=O)N1c1ccc(OC(F)F)cc1
→ -0.6%	11%	3%	-9%	?	1%	6%	42%[activator]	27
- Cc1ccc(C(O)CN2C3=NCCCN3c3ccccc32)cc1 (stereo not given)
→ 0.3%	-5%	-3%	0%	i	-13%	-10%	-2%	-29
- Cn1cccc1/C=N/NC(=O)c1sc2ccccc2c1Cl
→ 7.0%	-1%	?	-5%	i	?	6%	6%	-3

Records listed above marked active in IL-1B inflam inh:
| SMILES | Nrf2 ARE act | TGFb SMAD3 inh | IL-1B inflam inh |
| --- | --- | --- | --- |
| O=C(NCc1ccccc1Cl)[C@@H]1CCCN1S(=O)(=O)c1ccc(Cl)cc1 | -0.5% | -5% | -51* |

Next part
Below each compound: Nrf2 ARE act	HepG2 viability	MCF10A rerep	A549 viability	S2 tox	Nrf2 block	ATXN2 expr inh	TGFb SMAD3 inh	IL-1B inflam inh
- Cc1cccc(NC(=O)CCn2c(=O)oc3ccccc32)c1
→ 0.2%	-7%	13%	-1%	i	-21%	5%	4%	-9
- CN1CCN(c2ccccc2NC(=O)c2ccc(-c3cccc([N+](=O)[O-])c3)o2)CC1
→ 5.3%	-16%	?	-3%	?	-6%	-34%	-3%	0
- CCN(CC)S(=O)(=O)c1ccc(/C=C/C(=O)OCC(=O)N(C(C)C)C(C)C)cc1
→ -0.3%	7%	3%	0%	i	0%	2%	48%[activator]	18
- O=C(CN1CCN(C2CCCCC2)CC1)c1ccc2cc[nH]c2c1
→ -0.6%	-17%	4%	-1%	i	3%	12%	-7%	3
- CSc1nnc(Cn2c(=O)sc3ccccc32)n1-c1ccccc1C
→ 2.4%	2%	-1%	1%	i	6%	-8%	-1%	-3
- Oc1cccc(CN2CCCCC2)c1
→ -0.7%	25%	-9%	4%	i	-22%	-3%	18%	0
- O=C1C2CCCCN2C(=O)N1CCCN1CCN(c2ccc(F)cc2)CC1 (stereo not given)
→ 0.2%	1%	-1%	3%	i	6%	-15%	-1%	21
- Cc1ccc(/C=C(\NC(=O)c2ccccc2)C(=O)N2CCCC2C(=O)O)cc1 (stereo not given)
→ -0.6%	-1%	-11%	8%	i	-1%	2%	-7%	8
- CC(C)NC(=O)N(C)C[C@H]1Oc2c(NC(=O)Cc3ccccc3)cccc2C(=O)N([C@H](C)CO)C[C@@H]1C
→ -0.2%	-33%	-10%	1%	i	14%	1%	17%	19
- CC(C)NC(=O)NC(=O)COC(=O)c1ccc(F)cc1F
→ -0.6%	-23%	8%	6%	i	-18%	10%	-4%	2
- CCC(=O)NCCc1nc2cc(NC(=O)c3cccc([N+](=O)[O-])c3)ccc2n1C
→ 4.0%	-14%	-13%	-6%	i	3%	20%	-29%	15
- O=C(NCC1CCCO1)c1cccnc1Nc1ccccc1F (stereo not given)
→ -0.5%	-2%	0%	5%	i	6%	-1%	-10%	19
- COc1ccc(-c2nc(C(=O)Nc3cccc(C(C)=O)c3)nn2-c2ccc(Cl)cc2)cc1
→ -0.3%	-2%	/	2%	i	-21%	-5%	-14%	/
- CCN(CC)S(=O)(=O)c1cccc(-c2n[nH]c(=S)n2/N=C/c2ccc(OC)cc2)c1
→ 6.8%	1%	3%	3%	i	15%	1%	37%[activator]	29
- Cn1c(=O)c2c(O)c([N+](=O)[O-])c(=O)n(C)c2n(C)c1=O
→ -0.3%	11µM*	-12%	0%	i	9%	-3%	-2%	-9
- COc1ccc(Cn2c(C(=O)O)c(CNCCc3cc(OC)ccc3OC)c3ccc(C)cc32)cc1
→ -1.2%	-96%	/	?	/	?	?	?	/
- Cc1ccc(-c2noc(-c3ccc(NCc4ccco4)c([N+](=O)[O-])c3)n2)cc1
→ 3.2%	0%	/	4%	i	2%	25%	-29%	/
- CCn1c(SCC(=O)N2CCCCC2)nc2c([nH]c3ccccc32)c1=O
→ 2.6%	-5%	/	/	i	/	/	20%	13
- Cc1nnc(NC(=O)c2ccc(S(=O)(=O)N(C)c3ccccc3)cc2)s1
→ -0.5%	-9%	?	0%	i	?	-11%	?	-5
- S=c1[nH]cnc2scc(-c3ccc(Br)cc3)c12
→ -0.2%	-23%	?	-11%	i	?	?	-9%	-18
- CC(Sc1cccc[n+]1[O-])C(=O)Nc1ccc(Oc2ccccc2)cc1 (stereo not given)
→ 2.5%	-13%	-5%	0%	i	-13%	-7%	2%	30
- COc1c(F)c(F)c(C(=O)O)c(Nc2ccc(C)cc2C)c1F
→ -0.5%	2%	17%	0%	i	2%	5%	15%	9
- CCCCNCCCCOc1ccccc1
→ 0.2%	-4%	24%	-2%	i	-8%	-3%	0%	8
- Cc1ccc(-n2nc(C(=O)O)c(O)cc2=O)cc1
→ -0.8%	3%	6%	1%	i	4%	7%	14%	62
- CCCCNS(=O)(=O)c1ccc2nc(-c3cccnc3)cc(C(=O)NC(C)C)c2c1
→ 0.6%&0.0%	-4%&-3%	?	-14%&-3%	?	-30%	-2%&-27%	-1%&-9%	-18
- CCCc1nc(NC(=O)c2ccccc2)nc(NC(=O)c2ccccc2)n1
→ -0.6%	8%	1%	-6%	i	?	1%	0%	?
- O=C(c1ccco1)N1CCN(CCCCOc2cccc3ccccc23)CC1
→ 0.0%[9.22 µM]	7.9µM*	18%	3%	?	?	?	?	0
- CC1CCN(C(=O)C2Cc3ccccc3CN2S(=O)(=O)c2ccc(F)cc2)CC1 (stereo not given)
→ 4.3%	-7%	15%	-8%	i	-2%	-9%	23%	-3
- COc1ccc(C(=O)N2CCC(N3CCN(c4ccccc4)CC3)CC2)cc1
→ -0.9%	-29%	3%	7%	i	8%	-4%	7%	-2
- COc1ccc(Cl)cc1NC(=O)CN1CCN(S(=O)(=O)N2CCCCC2)CC1
→ -0.2%	-20%	7%	3%	i	-13%	-13%	-12%	12
- O=C(NC1CCCCCCC1)c1ccc(Br)o1
→ 2.3%	-8%	8%	2%	i	17%	36%	-3%	-15
- Cc1nc(-c2ccccc2)sc1C1(C)CC(c2ccc([N+](=O)[O-])cc2)=NO1 (stereo not given)
→ 3.3%	3%	20%	-1%	i	2%	-4%	-9%	?
- CCC(=O)N1CCc2cc(S(=O)(=O)NC(Cc3ccccc3)C(=O)NC3CCCCC3)ccc21 (stereo not given)
→ 0.0%	-10%	3%&-46%	1%	i	0%	-2%	0%	-16
- O=C(Cc1ccc(Cl)cc1)Nc1ccc2oc(-c3ccccc3F)nc2c1
→ 3.6%	-1%	/	-6%	?	?	10%	5%	/
- COc1ccc(C2C3=C(CC(C)(C)CC3=O)N(CC(=O)O)C3=C2C(=O)CC(C)(C)C3)cc1OC
→ 0.4%	1%	-6%	-20%	?	-3%	-27%	0%	12
- Nc1ncnc2c1ncn2[C@@H]1O[C@H](C(=O)NCc2ccc3c(c2)OCO3)[C@@H](O)[C@H]1O
→ -0.5%	3%	/	/	i	/	10%	10%	-4
- CCCCNC(=O)c1cnn2c(C)c(Cc3c(C)cc(C)cc3C)c(C)nc12
→ 0.3%	-6%	/	?	?	/	-32%	?	/

Random draw from the library; overall some 8.8% were active at least once.
